TRPV1 agonist – agonists of human vanilloid receptor 1 (TRPV1); TRPV1-expressing cells, Fluo-8 calcium influx, agonist mode; activation, % at 8.33 µM; actives 0.19% (n = 320,000); AID 540275; in the data active means activation above about 80%; inconclusive means between about 30% and that limit; further: 0% is about no effect
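Cells expressing TRPV1 were dye-loaded with Fluo-8 and read kinetically: 10 s baseline, 3 min after compound (agonist portion), then 2 min after EC20 capsaicin (allosteric enhancer portion). Calcium-bound dye fluorescence at 480/520 nm.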
FBPA coupling cs – counter-screen for Giardia aldolase inhibitors: coupling enzyme system; coupling enzyme system counterscreen, AmpLite Red fluorescence; activity change, negative = inhibition, % at 58.2 µM, hits read low; actives 0.67% (n = 290,000); AID 2472; in the data active means activity change below about -30%; further: on the % scale 0 is the no-effect control and ±100 the full control effect
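Counterscreen lacking aldolase: glyceraldehyde-3-phosphate coupling-enzyme reagent preincubated 10 min at RT with compound (at 57.5 uM final), then substrate/coupling system with AmpLite Red added; fluorescence read at 525/598 nm after 20 min RT.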
AT treatment – potential ataxia-telangiectasia treatment. […] A-T fibroblasts, KAP-1 phosphorylation AlphaLISA; neocarzinostatin DNA damage 30 min before lysis. Potency, µM (titrated, usually from 57.5 µM), for the others: at the highest dose activation, hits mostly activators. actives 0.19% (n = 320,000). AID 485349; further: potency means the concentration at half of the fitted maximal effect; % of control where 0% means no effect; nearly all actives have a fitted effect of over 45% in size
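hTERT-immortalized A-T patient fibroblasts ([…]), 500 cells/well in OPTI-MEM, 1% FBS, got compounds for 60 min, then NCS for 30 min at 37C. Lysates were then assayed for phospho-KAP-1 by AlphaLISA (anti-pKAP1 donor, anti-KAP1 acceptor beads), 6 hr at 25C.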
S-ASM inh – blocks human secretory acid sphingomyelinase; P17405; placental ASM, HMU-PC fluorogenic substrate, 60 min; Potency, µM (top dose mostly 57.5 µM), for the others: at the highest dose activity change, negative = inhibition, hits mostly inhibitors; actives 0.006% (n = 340,000); AID 504937; further: potency means the concentration at half of the fitted maximal effect
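Human placenta-derived ASM enzyme was preincubated with compound for 10 minutes at room temperature, then given fluorogenic substrate HMU-PC0 (9 uM final) for 60 minutes at 37 °C; a pH 10 stop preceded fluorescence reading at Ex 386/Em 447 nm.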
MBNL1-CUG inh – inhibitors of human MBNL1 binding to CUG repeat RNA; TR-FRET MBNL1-His/biotin-(CUG)12 binding, 665/545 ratio; Potency, µM (top dose mostly 57.5 µM), for inactives: at the top dose activity change, negative = inhibition, most hits filed as inhibitors; actives 0.036% (n = 280,000); AID 2675; active means well fitted inhibition curve with a large enough effect in the signal ratio, with a control signal flat, not every such curve was filed as active; inconclusive means small, poorly fitted or top-dose-only effect, or effect the other way, or a change in a side signal; inactive means no such curve, though single readings can be large or run the other way; the % refers to the signal ratio; further: potency means the concentration at half of the fitted maximal effect; on the % scale 0 is the no-effect control and ±100 the full control effect
Target sequence (Q9NR56 whole entry, looked up): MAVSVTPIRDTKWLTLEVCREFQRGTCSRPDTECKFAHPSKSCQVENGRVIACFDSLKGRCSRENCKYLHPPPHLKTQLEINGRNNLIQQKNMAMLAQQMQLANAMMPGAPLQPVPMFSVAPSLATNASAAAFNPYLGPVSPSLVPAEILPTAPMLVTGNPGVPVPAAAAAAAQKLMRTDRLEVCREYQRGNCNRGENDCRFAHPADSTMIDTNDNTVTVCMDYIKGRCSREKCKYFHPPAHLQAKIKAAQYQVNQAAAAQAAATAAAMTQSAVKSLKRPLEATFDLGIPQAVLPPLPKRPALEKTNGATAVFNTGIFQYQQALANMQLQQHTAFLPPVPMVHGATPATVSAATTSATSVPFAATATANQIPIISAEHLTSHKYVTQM
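Compounds (final 92 nM to 58 uM) are added to His-tagged MBNL1 and biotin-(CUG)12, then terbium anti-His antibody and streptavidin-XL665 (5 nM final). After 60 min at room temperature, the 665/545 nm ratio is read.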
GALK inhibitor – galactokinase (human) inhibition | Potency, µM (series often up to 57.5 µM), without a hit: at the top dose activity change, negative = inhibition, actives largely listed as inhibitors | Purified GALK, Kinase-Glo residual ATP luminescence | actives 0.007% (n = 270,000) | P51570; further: potency means the concentration at half of the fitted maximal effect; on the % scale 0 is the no-effect control and ±100 the full control effect
Target sequence (P51570 whole entry, looked up): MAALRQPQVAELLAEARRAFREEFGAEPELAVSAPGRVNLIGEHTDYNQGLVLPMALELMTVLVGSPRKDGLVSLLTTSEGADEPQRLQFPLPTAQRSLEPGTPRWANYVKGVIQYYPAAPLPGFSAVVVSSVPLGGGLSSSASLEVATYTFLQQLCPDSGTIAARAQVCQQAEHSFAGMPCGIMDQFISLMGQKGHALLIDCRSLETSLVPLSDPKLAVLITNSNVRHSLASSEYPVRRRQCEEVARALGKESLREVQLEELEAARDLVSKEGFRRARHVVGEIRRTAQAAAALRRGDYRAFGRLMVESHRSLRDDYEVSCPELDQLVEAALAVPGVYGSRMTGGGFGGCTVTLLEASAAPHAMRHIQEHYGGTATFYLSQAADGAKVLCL
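GALK at 5 nM final was combined with compound, 35 uM ATP and 100 uM galactose in HEPES pH8.0 with MgCl2 and DTT. The reaction ran one hour at room temperature before luminescent ATP detection.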
Integrin act MD – activators of alpha7 integrin expression for muscular dystrophy; actives 0.064% (n = 350,000); alpha7betagal myoblasts, beta-gal FDG fluorescence, 48 h; Potency, µM (titrated, usually from 38.3 µM), for inactives: at the top dose activation, usual class: activators;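 further: potency means the concentration at half of the fitted maximal effect; 100% = response of the positive control SU9516; nearly all actives have a fitted effect of over 60% in size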
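alpha7betagal+/- myoblasts (passage 13, 250/well) treated 48 h at 37C with compounds at 1:260 dilution of DMSO stock. Lysed, then beta-galactosidase activity read as FDG fluorescence (ex 480/em 540) after 30 min, with pre-read for autofluorescence.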
KCNH2 3.1 block – blocks the human KCNH2 3.1 channel isoform; actives 0.95% (n = 340,000); activity change, % (tested at about 1.8 µM); U2OS KCNH2 3.1, thallium flux FluxOr; active compounds read low;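 active means maximum activity change below -70%; inconclusive means maximum activity change from -70% to -50%; inactive means maximum activity change above -50%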;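 further: thallium influx rate constant from kinetic fluorescence after stimulation buffer; on the % scale 0 is the no-effect control and ±100 the full control effect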
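Kinetic fluorescence (2 min after stimulation buffer) measures Tl+ influx through KCNH2 3.1 expressed by viral transduction in U2OS cells; the rate constant is normalized against DMSO controls serving as positive and negative references.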
MLL CXXC-DNA inh – MLL CXXC-DNA interaction inhibition | Q03164 | MLL-CXXC / FITC-HOXA9 DNA fluorescence polarization | Potency, µM (doses to about 115 µM), for inactives: at the top dose activity change, negative = inhibition, actives largely listed as inhibitors | actives 0.037% (n = 290,000); active means well fitted inhibition curve with a large enough effect in the polarisation, with a control signal flat, not every such curve was filed as active; inconclusive means small, poorly fitted or top-dose-only effect, or effect the other way, or a change in a side signal; inactive means no such curve, though single readings can be large or run the other way; the % refers to the polarisation; further: potency means the concentration at half of the fitted maximal effect
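Purified MLL-CXXC (added from a 7 uM solution) was preincubated 5 min at ambient with pinned compounds in 50 mM Tris-HCl pH 7.5, 50 mM NaCl, 1 mM DTT, 0.05% BSA. Fluorescein-labeled HOX-A9 DNA (50 nM solution) followed, 30 min, then polarization read.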
hERG WT inh – KCNH2 (human, wildtype) channel inhibition. Q12809. U2OS, BacMam KCNH2, thallium flux FluxOr; active compounds read low. activity change, % at 1.84 µM. actives 0.37% (n = 340,000). AID 720551;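 active means maximum activity change below -70%; inconclusive means maximum activity change between -70% and -50%; inactive means maximum activity change above -50%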; further: on the % scale 0 is the no-effect control and ±100 the full control effect
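U2OS cells were transduced with wild-type KCNH2 virus (2.03 x 10^8 / mL) for 4 h at room temperature, then cultured overnight at 37 C. Thallium flux was read with FluxOr dye. Rate constants were normalized to DMSO controls.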
* marks the source's active call; other numbers are inactive results; i = inactive; ? = inconclusive; / = not tested or not shown; & = joins results of further samples; [ ] = remark or other dose. Unless noted, the call rests on the fitted dose curve; in most records, active means well fitted curve in the direction sought with a large enough effect; inconclusive means small, poorly fitted or top-dose-only effect, or another doubt; inactive means no such curve, though single readings can be large; an effect the other way counts as inactive or inconclusive.

SMILES	TRPV1 agonist	FBPA coupling cs	AT treatment	S-ASM inh	MBNL1-CUG inh	GALK inhibitor	Integrin act MD	KCNH2 3.1 block	MLL CXXC-DNA inh	hERG WT inh
CC(C)N1C(=O)N(c2cccc(Cl)c2)C(C)(O)CC1(C)C (stereo not drawn)	13	2	18%	0%	-3%	3%	0%	-20	-10%	-3
CCN1C(=S)SC(=O)C1=C1C=C(C)N(CCOC)C(C)=C1	11	0	-13%	/	0%	-1%	/	/	65%[activator]	/
Cc1cc(OC(F)F)ccc1NC(=O)Nc1ccc([N+](=O)[O-])cc1	-8	0	5%	-8%	-24%	-1%	-45%[inhibitor]	-11	-18%	-1
O=C(NC1CCCCCC1)c1nc2ncccn2n1	2	3	-4%	-1%	4%	0%	1%	16	2%	2
CC1=C(C(=O)Nc2ccccn2)C(c2ccccc2)n2ncnc2N1 (stereo not drawn)	-2	0	-4%	44%[activator]	-4%	3%	-26%	0	-5%	-3
CCC1=C(OC(=O)N(CC)CC)N2C(=O)OC(=NCc3ccccc3)[C@]2(C)[C@H]2C1=CC[C@H]1C(=O)N(c3ccccc3)C(=O)[C@H]12	-3	1&0	19%	3%	4%	-2%	10%	-1	2%	6
Cc1cc(C(=O)CSc2ncccn2)c(C)n1Cc1ccco1	8	-4	1%	6%	6%	8%	8%	24	-5%	7
Cc1onc(-c2ccccc2)c1-c1nnc(COC(=O)c2ccc(O)cc2)o1	7	/	12%	2%	/	/	-15%	14	/	0
CCN(CC)c1ccc(-c2c(C#N)c(N)nc(OC)c2C#N)cc1	19	-2	7%	/	?	-1%	-30%	-70*	?	-9
COC(=O)c1c(-c2ccc(F)cc2)csc1NC(=O)c1ccco1	1	2	0%	32%	83%[activator]	0%	24%	1	2%	4
Cc1ccc(S(=O)(=O)N2CCCCC2)cc1NC(=O)c1ccccn1	4	2	3%	-4%	-2%	4%	11%	4	-4%	1
COCCNC(=O)C1CCN(S(=O)(=O)c2ccccc2)CC1	2	2	-4%	-3%	1%	2%	-3%	7	-1%	-14
CCCCC(=O)Nc1ccc2c(c1)nc(CCN1CCN(c3ccccn3)CC1)n2C	-2	3	-8%	1%	1%	0%	?	-1	16%	9
Cc1c(CC(=O)N2CCC(C(=O)O)CC2)c(=O)oc2cc3c(cc12)CCC1(CCCCC1)O3	4	5	-3%	17%	-1%	/	-1%	-8	-3%	-3
COc1ccc(Cc2noc(CN3CCCN(Cc4ccc(F)cc4)CC3)n2)cc1OC	12	0	-1%	2%	2%	2%	-4%	-4	1%	i
CC1CN(C=O)CC(C)N1CCN1C(C)CN(C=O)CC1C (stereo not drawn)	/	/	/	1%	/	/	2%	0	/	6
COc1ccc(C2C(C(=O)O)c3ccccc3C(=O)N2Cc2ccco2)cc1 (stereo not drawn)	-1	-1	5%	2%	1%	-1%	19%	3	7%	0
O=C(Cn1ccc([N+](=O)[O-])n1)NCC1CCCO1 (stereo not drawn)	-2	/	11%	2%	10%	-8%	0%	1	-11%	-24
Oc1ccc(/C=N/NC(=S)NCCN2CCOCC2)c(O)c1	1	-1	0%	102%[activator]	/	-2%	3%	-2	1%	/
CC(=O)c1ccc(NC(=O)[C@@H]2CCCN2C(=O)OC(C)(C)C)cc1	1	-2	1%	1%	8%	0%	8%	-7	5%	38
O=S(=O)(Nc1ccc(Br)cc1)N1CCOCC1	0	1	4%	0%	-6%	3%	6%	0	-5%	-12
COc1ccc(CCNC(=O)c2cnc3ccccn3c2=O)cc1	11	-1	21%	12%	29%	/	27%	11	11%	6
Oc1ccc(C[C@@H]2CNCCN2CCC23CC4CC(CC(C4)C2)C3)cc1	-4	/	-5%	-7%	/	/	-39%	/	/	/
Cc1cc(N2CCN(C3CCCC3)CC2)n2c(nc3ccccc32)c1C#N	14	6	0%	/	/	1%	6%	-17	-7%	0
COc1cccc(CN(C)CC(=O)Nc2cccc(S(=O)(=O)N(C)c3ccccc3)c2)c1OC	/	/	/	-1%	/	/	-31%	-13	/	-7

Profiles, quoted from the list. Order of values: TRPV1 agonist | FBPA coupling cs | AT treatment | S-ASM inh | MBNL1-CUG inh | GALK inhibitor | Integrin act MD | KCNH2 3.1 block | MLL CXXC-DNA inh | hERG WT inh
`Cc1cc(N2CCN(C3CCCC3)CC2)n2c(nc3ccccc32)c1C#N` is listed as 14 | 6 | 0% | / | / | 1% | 6% | -17 | -7% | 0
`Cc1ccc(S(=O)(=O)N2CCCCC2)cc1NC(=O)c1ccccn1` is listed as 4 | 2 | 3% | -4% | -2% | 4% | 11% | 4 | -4% | 1

Next records follow.
SMILES	TRPV1 agonist	FBPA coupling cs	AT treatment	S-ASM inh	MBNL1-CUG inh	GALK inhibitor	Integrin act MD	KCNH2 3.1 block	MLL CXXC-DNA inh	hERG WT inh
COc1ccc2[nH]c3c(c2c1)CCN1C(=O)C(CC(=O)NCc2cccc(C(F)(F)F)c2)C[C@H](C(=O)N2CCCCC2)[C@@]31C (stereo partly drawn)	/	/	-18%	-17%	/	/	-27%	/	/	-8
COc1ccc(C(CNC(=O)COc2cc(C)ccc2Cl)N2CCCCC2)cc1 (stereo not drawn)	18	/	1%	4%	/	/	11%	-19	/	1
Cc1ccc(S(=O)(=O)N2CCN(Cc3cc(=O)n4ccccc4n3)CC2)c(C)c1	-2	/	7%	-1%	/	/	-24%	-3	/	17
O=C(c1ccco1)N1N=C(c2ccc(Cl)cc2)CC1c1ccco1 (stereo not drawn)	6	0	5%	-13%	43%[activator]	-9%	23%	-37	-5%	0
COc1cccc(C(=O)NNC(=O)Cc2csc(N)n2)c1	1	-2	3%	5%	-6%	0%	-3%	-2	7%	4
CC1=C(C(=O)NCCCOC(C)C)C2(CCC(C)CC2)OC1=O (stereo not drawn)	2	-2	0%	-4%	?	-3%	16%	5	7%	-6
O=C(NCc1ccco1)c1ccccc1-c1nc(-c2ccccc2)no1	8	-3	/	0%	-1%	0%	5%	-14	-7%	-28
CCCCC1CCC(c2nc(-c3ccccn3)no2)CC1 (stereo not drawn)	1	0	9%	-4%	-3%	/	15%	-23	-5%	-17
Cc1cccc(NC(=S)NC2CC3CCCC(C2)N3CC(C)C)c1 (stereo not drawn)	23	0	-9%	5%	-9%	0%	-50%[inhibitor]	-7	-7%	3
O=C(O)c1cc(=O)n(Cc2ccccc2)c(=O)[nH]1	-2	7	-1%	-1%	-2%	0%	-13%	-9	-4%	-3
CCCNC(=O)NCCc1ccncc1	-2	-1	-1%	4%	-4%	0%	-3%	7	-3%	-32
COC(=O)C1=C(C)N(C)C(C)=C(C(=O)OC)C1c1ccccc1C	15	7	-2%	-5%	-4%	2%	10%	-8	-2%	-7
CC(=O)Oc1ccc(C(=O)NCc2ccc3c(c2)OCO3)cc1	2	2	3%	4%	-1%	-3%	-8%	-12	1%	1
Cc1ccc(S(=O)(=O)CC(O)COc2ccccc2C#N)cc1 (stereo not drawn)	-4	1	-2%	-3%	2%	-3%	-23%	-20	7%	/
CC(=O)Nc1cccc(C(=O)NC(C)c2ccc(-n3ccnc3)cc2)c1 (stereo not drawn)	-1	2	3%	-1%	-6%	2%	17%	6	10%	-8
CC(C)C(NS(=O)(=O)c1ccc2c(c1)OCCO2)C(=O)NCCc1ccccn1 (stereo not drawn)	3	-1	9%	7%	-9%	1%	23%	-1	5%	2
Cc1cc(C)n(-c2nc3c(c(=O)n(C)c(=O)n3C)n2CCO)n1	-1	0	-2%	-1%	/	3%	-8%	-7	-1%	7
CC1(C)CC(=O)C=C(Nc2ccc3c(c2)CCC3)C1	16	-4	1%	2%	-10%	-7%	18%	12	-1%	-8
Cc1ccc(OCCCCNC(C)(C)C)c([N+](=O)[O-])c1	1	3	1%	-4%	15%	1%	-53%[inhibitor]	8	9%	-7
CC(NC(=O)c1cc(F)c(F)c(F)c1F)c1ccc(-n2ccnc2)cc1 (stereo not drawn)	11	/	3%	2%	-1%	0%	2%	-2	4%	7
Cc1ccsc1C(=O)OCC(=O)Nc1c(C)n(C)n(-c2ccccc2)c1=O	10	1	/	4%	0%	0%	-8%	6	6%	0
CCOC(=O)c1cccnc1SCc1cc(=O)n2ccccc2n1	-1	6	9%	2%	9%	-2%	16%	-1	1%	-24
CCS(=O)(=O)N1CCC(C(=O)NCC2CCCO2)CC1 (stereo not drawn)	-2	7	0%	-4%	0%	-1%	11%	-17	-14%	2
O=C(Nn1cnnc1)c1ccc(Cl)cc1[N+](=O)[O-]	-1	2	8%	0%	10%	5%	6%	4	-4%	-7
COc1cccc(CC(=O)OCC(=O)Nc2nnc(-c3ccccc3)o2)c1	-1	/	3%	2%	/	/	0%	-1	/	-2
COc1ccc2cc(C3(C)NC(=O)N(CC(=O)NCCC4=CCCCC4)C3=O)ccc2c1 (stereo not drawn)	15	0	8%	-9%	1%	0%	22%	1	-12%	-5

Compound activity (PubChem BioAssay)
